Compound activity from PubChem BioAssay.
PKA-R2B activ = activators of PKA-R2B holoenzyme, primary screen, biochemical, fluorescence polarization, Cy5-IP20, human. PKA-R2B holoenzyme dissociation; R2B truncated from residue 108, S112A mutant; 0% DMSO only, 100% 113 µM cGMP. 0.079% of 340,000 active. cAMP-dependent protein kinase catalytic subunit beta (Homo sapiens) + cAMP-dependent …. activation, % at 11.4 µM;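 active = activation above a cutoff set at the mean over all compounds plus 3 SD, cut at about 18% in these data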;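 also: higher means more holoenzyme dissociation and a rise in polarization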
CAL PDZ FP-1 = CAL PDZ peptide-binding inhibitors, primary screen, biochemical, fluorescence polarization, Cer-tagged CAL PDZ, HTS; inhibition, % at 20 µM; Golgi-associated PDZ and coiled-coil motif-containing protein (Homo sapiens), Q9HD26; purified CAL PDZ, TMR-peptide fluorescence polarization, 1 h; 0.02% of 330,000 active; AID 504414, 2011;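 active = highest replicate inhibition of at least 40%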;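 also: plate controls were DMSO neutral control wells for no effect and unlabeled competitor peptide control wells for full effect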
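Read-out basis: mP drop reported as inhibition | Assay system: Tagged CAL PDZ protein CerCALP, purified | Benchmarks: Unlabelled peptide for full inhibition, DMSO wells as neutral | Schedule: 1 h incubation at room temperature before polarization reading | Buffer or medium: Sodium phosphate/NaCl buffer pH 7.4 with TCEP, IgG, Thesit | Doses: Single point, 20 µM | Measured by: Fluorescence polarization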
SR-BI DiI-HDL act = activators of SR-BI mediated DiI-HDL uptake, primary screen, ldlA[mSR-BI] CHO cells, DiI fluorescence | 3 h; 100 = double the neutral-control signal | activation, % at 12.5 µM | 0.096% of 320,000 active;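 active = mean replicate activation of at least 60% and every replicate at or above 60%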;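 also: 0% = median plate neutral-control signal and 100% = twice that signal; values of inactives mirror those of a sister screen read the other way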
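Material – SR-BI-overexpressing, LDLR-lacking CHO cells · Medium – BSA-supplemented, HEPES-buffered Ham's F12, pH 7.4 · Doses – single concentration · Times – compound with DiI-HDL co-incubation, 3 h at 37 °C · Measured by – bottom-read fluorescence, 550/595 nm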
RTF Ca sens act = cardiac RTF calcium sensitivity activators, primary screen, biochemical, IANBD-TnC fluorescence, EC20 calcium | AID 493008, 2010 | 0.24% of 340,000 active | Troponin I, cardiac muscle (Homo sapiens) + Troponin T, cardiac muscle (Homo sapiens) + … | IANBD-labeled TnC RTF fluorescence at EC20 calcium; 0% EC20 calcium, 100% full calcium | activation, % at 7.2 µM;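 active = activation above the mean over all tested compounds plus 3 SD, cut at about 30% in these data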;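 also: rise in fluorescence read as greater calcium sensitivity of cardiac thin filaments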
LANA DNA inh = inhibitors of KSHV C-LANA binding to DNA, primary screen, biochemical, fluorescence polarization, FAM-LBS DNA, MBP-C-LANA, single point; Kaposi's sarcoma herpesvirus LANA C-terminal domain (residues 932-1162) DNA binding; inhibition, % at 9 µM; 0.078% of 340,000 active; AID 504423, 2011;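 active = highest replicate inhibition at or above 60% at 9 µM, even if other replicates fall short; inactive = all replicates below 60% inhibition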;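 also: 0% = neutral control wells and 100% = 4 µM acridine orange control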
RTF Ca sens inh = cardiac RTF calcium sensitivity inhibitors, primary screen, biochemical, IANBD-TnC fluorescence, EC70 calcium; Troponin I, cardiac muscle (Homo sapiens) + Troponin T, cardiac muscle (Homo sapiens) + …; IANBD-labeled cardiac RTF, Ca2+ fluorescence; inhibition, % at 7.15 µM; 0.12% of 340,000 active; AID 493244, 2011;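 active = inhibition above the mean inhibition of all tested compounds plus 3 SD, cut at about 17% in these data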;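 also: assay run at fixed EC70 calcium of 1.6 mM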
Keap1-Nrf2 PPI = Keap1-Nrf2 protein-protein interaction inhibitors, primary screen, biochemical, fluorescence polarization, single point | Kelch-like ECH-associated protein 1 (Homo sapiens), Q14145 | Keap1 Kelch-Nrf2 peptide fluorescence polarization, 1536-well | inhibition, % at 9.4 µM | 0.15% of 340,000 active; in the data active = inhibition above about 12%;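 also: human Keap1 Kelch domain with fluorescein labeled Nrf2 9mer peptide probe; 0% = neutral control wells and 100% = peptide positive control; higher means more block of Keap1 binding to Nrf2 peptide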
Rtt109 Vps75 = inhibitors of C. albicans Rtt109/Vps75 HAT, primary screen, biochemical, ThioGlo CoA-SH fluorescence, plate reader. Histone acetyltransferase RTT109 (Candida albicans (strain SC5314 / ATCC MYA-2876)), …. 0.16% of 330,000 active. inhibition, % at 34.9 µM. purified Rtt109/Vps75, 4 h. AID 540336, 2011;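 active = inhibition of at least 50% in every replicate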
Target sequence (Q5AAJ8 whole entry, looked up): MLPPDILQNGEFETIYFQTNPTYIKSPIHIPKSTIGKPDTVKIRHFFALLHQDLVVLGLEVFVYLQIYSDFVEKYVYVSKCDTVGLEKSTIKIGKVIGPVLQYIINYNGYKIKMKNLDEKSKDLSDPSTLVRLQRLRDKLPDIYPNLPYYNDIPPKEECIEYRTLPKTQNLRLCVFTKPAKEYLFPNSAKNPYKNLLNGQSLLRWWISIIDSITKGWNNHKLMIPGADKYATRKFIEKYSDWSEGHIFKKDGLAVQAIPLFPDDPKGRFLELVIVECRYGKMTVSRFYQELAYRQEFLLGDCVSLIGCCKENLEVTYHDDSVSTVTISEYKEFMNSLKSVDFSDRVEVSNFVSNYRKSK
CAL PDZ FP-2 = untagged CAL PDZ binding inhibitors, primary screen, biochemical, fluorescence polarization, HTS. inhibition, % at 24.9 µM. 0.92% of 300,000 active. AID 602252, 2012. purified CAL PDZ, TMR-peptide fluorescence polarization, 1 h;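 active = mean inhibition of at least 30% with at least half of replicates also reaching 30%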;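 also: 0% = DMSO neutral control and 100% = excess unlabeled competitor peptide PRC23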
DAGLB inhibitor = DAGLB lipase inhibitors, primary screen, biochemical, fluorescence, HTS | inhibition, % at 5.17 µM | Diacylglycerol lipase-beta (Homo sapiens), Q8NCG7 | HEK293T DAGLB membrane lysate, EnzChek fluorogenic substrate | 0.059% of 340,000 active; in the data active = inhibition above about 34%;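 also: 0% = enzyme with vehicle and 100% = wells lacking enzyme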
Target sequence (Q8NCG7 whole entry, looked up): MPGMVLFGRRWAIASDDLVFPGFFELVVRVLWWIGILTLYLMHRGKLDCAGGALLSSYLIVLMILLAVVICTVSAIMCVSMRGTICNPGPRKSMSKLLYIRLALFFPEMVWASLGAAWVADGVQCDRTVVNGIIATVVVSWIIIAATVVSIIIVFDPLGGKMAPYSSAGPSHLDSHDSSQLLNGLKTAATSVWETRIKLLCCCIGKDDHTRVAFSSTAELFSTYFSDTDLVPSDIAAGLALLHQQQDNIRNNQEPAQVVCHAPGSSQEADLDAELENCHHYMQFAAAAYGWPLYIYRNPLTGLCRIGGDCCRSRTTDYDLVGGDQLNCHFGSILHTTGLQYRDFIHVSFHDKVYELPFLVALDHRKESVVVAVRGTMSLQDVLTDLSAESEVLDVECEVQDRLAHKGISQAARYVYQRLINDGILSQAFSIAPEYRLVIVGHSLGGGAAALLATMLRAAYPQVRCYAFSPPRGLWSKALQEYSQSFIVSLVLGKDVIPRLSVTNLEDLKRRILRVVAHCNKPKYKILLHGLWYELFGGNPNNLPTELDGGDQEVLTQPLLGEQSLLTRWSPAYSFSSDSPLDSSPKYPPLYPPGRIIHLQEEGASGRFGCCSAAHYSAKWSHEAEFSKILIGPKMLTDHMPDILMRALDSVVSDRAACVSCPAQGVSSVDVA
Numbers without * were called inactive; . = no result given. Rows were taken by chance. About 1.6% of those tested had a hit in this group.

SMILES	PKA-R2B activ	CAL PDZ FP-1	SR-BI DiI-HDL act	RTF Ca sens act	LANA DNA inh	RTF Ca sens inh	Keap1-Nrf2 PPI	Rtt109 Vps75	CAL PDZ FP-2	DAGLB inhibitor
O=C(CN1CCN(Cc2ccc(Cl)cc2)C1=O)NCc1cccs1	15.7	-0.3	.	-4.2	-2.0	-14.8	-1.5	-5.0	7.8	-1.9
COc1ccc(/C=C/C(=O)Oc2ccc(C)cc2)cc1	1.2	0.8	4.3	1.1	0.0	-4.6	-3.6	-4.8	4.1	-7.0
C#CC(CC)(CC)NC(=O)/C=C/C(=O)O	-10.7	1.2	10.2	6.3	1.9	-7.1	4.3	-8.7	10.0	-1.6
CCCC(C(=O)NCCC(C)C)N(Cc1ccccc1)C(=O)c1snc(C(N)=O)c1N (centres undefined)	-4.0	3.4	8.5	1.0	-0.1	-6.0	-2.1	-13.7	-3.7	-3.4
CC1CCc2cc(F)ccc2N1C(=O)c1cccs1 (centres undefined)	-5.9	-1.1	-13.2	-1.8	1.0	-3.9	0.8	-0.3	31.6*	-1.9
COc1ccc(Nc2nc3ccc(OC)cc3s2)cc1	-1.1	0.8	-9.9	3.3	-2.8	7.6	-2.0	6.3	0.2	1.4
O=c1c(C(c2ccc(O)cc2)c2c(O)nc3n(c2=O)CCS3)c(O)nc2n1CCS2	-1.8	-0.6	11.8	1.3	2.6	-15.6	7.2	-2.5	-0.4	4.0
CCOC(=O)C1CCCN(C(=O)Cn2ncc3c(=O)oc4ccc(C)cc4c32)C1 (centres undefined)	2.0	0.1	25.6	4.1	-0.2	0.9	-7.5	-3.4	-10.7	-1.6
COc1ccccc1N1CCN(C2CCN(S(=O)(=O)c3ccc(C)cc3)CC2)CC1	-9.1	-2.1	.	2.6	-1.3	-5.5	-2.5	1.1	-1.0	-0.4
CCOc1ccccc1NC(=S)NCCCn1ccnc1	8.2	-2.8	28.5	0.7	0.9	-2.1	-1.8	-4.0	-1.1	-1.6
Cc1oc2c(cc(NS(=O)(=O)c3ccc(C(C)C)cc3)c3ccccc32)c1C(=O)O	2.5	-2.0	18.6	22.2	34.9	-17.6	20.4*	9.7	-3.3	11.3
COc1ccc(-c2noc(CCN3C(=O)c4ccccc4C3=O)n2)cc1OC	0.6	-0.3	-40.9	-0.9	-2.8	-4.3	-2.3	-1.3	-4.3	-0.9
CC(C)(CNC(=O)CC1C(=O)NCCN1Cc1cccc(F)c1F)N1CCOCC1 (centres undefined)	-5.5	-2.6	7.6	-0.4	1.8	-1.1	0.2	-2.7	-2.4	1.0
O=C1NC(Cc2c[nH]c3ccccc23)C(=O)N1CCOc1ccccc1 (centres undefined)	-7.8	-0.1	1.7	4.8	-0.8	-19.5	-4.3	3.3	-7.4	1.1
COc1ccccc1Nc1nc(Cl)c(C=O)s1	-5.6	-0.4	-22.5	7.8	0.1	-13.4	-8.2	6.7	-2.6	-1.1
COc1ccc(OC)c(C2=Nn3c(nnc3-c3cc(OC)c(OC)c(OC)c3)SC2)c1	-3.3	.	-66.6	1.1	-0.6	-2.3	-0.1	3.6	-2.0	-4.5
Cc1ccc(C2Nc3ccccc3-c3nc4ccccc4n32)o1 (centres undefined)	-8.5	-1.9	-51.0	-3.2	-0.1	5.7	5.6	-1.7	-1.1	-1.7
Cc1ccc(NC(=O)CCl)cc1S(=O)(=O)N1CCCCCC1	3.5	-0.6	-13.0	-3.6	0.5	0.1	-0.2	-3.5	.	0.7
CC1CCc2cc(F)ccc2N1S(=O)(=O)c1ccc(Cl)nc1 (centres undefined)	-4.7	-3.1	.	-0.9	-0.3	-0.4	-2.3	-9.9	-3.6	-4.7
O=[N+]([O-])c1ccc(/C=C/C2=NN(c3ccccc3)C(c3ccco3)C2)o1 (centres undefined)	4.3	0.2	-13.3	9.2	-2.0	-4.2	-0.3	20.3	-5.5	6.5
Oc1ccc(/C=N/N2CCN(Cc3ccccc3)CC2)cc1	6.3	-0.2	.	-4.7	-4.3	-9.5	-3.6	-1.7	1.6	1.9
O=C(Cc1c[nH]c2ccccc12)N1CCN(S(=O)(=O)c2cccc(Cl)c2Cl)CC1	-4.7	-0.6	0.7	-3.7	0.9	-6.0	-7.9	-1.1	.	1.2
C/C(=N\NC(=O)c1cccnc1)c1c(O)cc(C)oc1=O	-2.5	-0.3	29.8	2.3	-1.6	-2.3	-3.7	0.2	-1.9	-2.2
Cc1ccc(NC2C(=O)NC(=O)NC2=O)cc1	1.4	-0.8	0.5	-4.8	0.1	2.5	-18.9	-1.5	-3.5	-27.4
COc1ccc(CC(=O)NNC2=Nc3cccc4cccc2c34)cc1OC	-5.4	-0.3	-3.6	3.7	-0.5	-0.6	-1.8	-12.9	-4.6	3.9

The list goes on, starting with the last 2 of the part before.
SMILES	PKA-R2B activ	CAL PDZ FP-1	SR-BI DiI-HDL act	RTF Ca sens act	LANA DNA inh	RTF Ca sens inh	Keap1-Nrf2 PPI	Rtt109 Vps75	CAL PDZ FP-2	DAGLB inhibitor
Cc1ccc(NC2C(=O)NC(=O)NC2=O)cc1	1.4	-0.8	0.5	-4.8	0.1	2.5	-18.9	-1.5	-3.5	-27.4
COc1ccc(CC(=O)NNC2=Nc3cccc4cccc2c34)cc1OC	-5.4	-0.3	-3.6	3.7	-0.5	-0.6	-1.8	-12.9	-4.6	3.9
COc1ccc(C(C)=O)cc1COC(=O)c1ccc(C)c(S(=O)(=O)N2CCOCC2)c1	-18.1	-1.3	-70.5	-1.5	-0.7	0.9	-7.4	2.6	-2.4	-2.8
CN(C)C(=O)COC(=O)c1ccccc1Nc1ccc(SC(F)F)cc1	-8.5	-2.0	-33.0	1.7	0.1	-9.3	-6.1	5.8	-2.2	-0.7
Cc1ccc2c(c1)N(Cc1ccc([N+](=O)[O-])cc1)C=NS2(=O)=O	-7.6	.	-4.4	1.1	-1.2	-5.9	-0.8	-2.9	1.6	2.5
CCN(CC)S(=O)(=O)c1ccc(Cl)c(NC(=O)COc2ccc3c(C)cc(=O)oc3c2)c1	-0.2	-3.1	-18.3	1.1	0.1	7.4	2.5	12.3	-0.8	0.9
C=Cc1cccc(NC(=O)c2ccc(NC(=O)c3ccco3)cc2)c1	-6.9	-0.6	-92.4	7.1	-1.1	7.2	-0.8	-3.1	2.1	0.5
O=C(c1ccccc1)N1CCN(C2CCCCCC2)CC1	-6.0	0.7	29.2	-1.2	0.0	1.8	-2.0	-0.3	.	-5.4
COc1ccc(-c2csc(NC(=O)COC(=O)c3ccco3)n2)cc1	-1.9	0.6	20.4	-0.8	2.5	-24.7	-0.8	-4.8	-4.1	2.0
CCOCCn1c(=NC(=O)CSCC(=O)N2CCOCC2)sc2cc(OC)ccc21	-9.7	-1.8	-34.9	-0.3	-1.8	-3.2	-5.9	4.2	-3.1	-0.6
CCCOc1ccc(CN(CCC#N)C(=S)NC(=O)c2ccccc2)cc1	-10.2	-0.2	0.6	2.0	-1.9	-4.8	-3.7	-1.5	2.9	-0.1
COc1ccc(Cl)cc1C(=O)NNC(=O)c1nc2nc(C)cc(C)n2n1	-5.8	-1.4	.	0.5	-0.7	0.5	1.4	27.3	-2.7	-0.4
O=C(COC(=O)c1ccc2c(c1)S(=O)(=O)N=C1CCCCCN12)NCc1cccs1	0.5	-2.5	.	-1.5	-1.2	-7.8	-5.5	-7.1	-2.5	-2.3
CCC1SC2=NCCN2C1(O)c1ccc(Cl)cc1 (centres undefined)	-10.9	-0.7	3.9	-1.8	-0.7	-4.2	-4.3	-9.3	.	-3.7
O=C1CC2c3ccccc3C1C1C(=O)N(Cc3ccccc3)C(=O)C21 (centres undefined)	-8.9	-0.8	8.1	4.4	-0.3	-1.6	2.9	-5.0	34.9*	1.3
CC1(c2nnc(-c3ccc(F)cc3)o2)CC(c2c(Cl)cccc2Cl)=NO1 (centres undefined)	-10.8	-1.7	-20.7	-6.6	-1.6	-5.6	2.5	-7.8	1.4	-15.1
O=C(O)CSc1nnc(-c2cccc(S(=O)(=O)N3CCOCC3)c2)n1-c1ccc(F)cc1	2.0	0.8	15.3	-3.3	0.7	-4.4	-3.6	-3.7	-2.4	-0.8
O=C(NCc1ccncc1)c1cc(S(=O)(=O)N2CCOCC2)c(Cl)cc1Cl	-6.3	-1.6	-7.8	5.4	-0.9	-1.4	-0.7	3.8	-1.6	-2.1
C[N+]1([O-])[C@@H]2Cc3cc4c(cc3[C@@H]1Cc1cc3c(cc12)OCO3)OCO4 (some centres undefined)	-13.6	0.1	7.9	-0.4	-0.6	-8.7	0.2	2.9	-1.8	0.3
Cc1ccnc(NS(=O)(=O)c2ccc(NC(=O)c3ccc(S(=O)(=O)N4CC(C)OC(C)C4)cc3)cc2)n1 (centres undefined)	-3.0	-0.5	-19.5	3.5	1.8	-2.7	-0.3	7.0	-1.9	-0.4
C=CCn1c(-c2ccoc2C)n[nH]c1=S	-15.8	.	29.7	-6.5	-2.1	-1.1	0.5	-4.7	-4.5	2.4
CCCCn1c(=O)[nH]c(=O)c2c1nc(-c1ccsc1)n2Cc1ccccc1	-11.5	-1.3	0.3	-5.2	0.4	-4.6	-0.6	9.6	-1.0	4.4
COc1ccc(C2(C)NC(=O)N(CC(=O)Nc3c(C)n(C)n(-c4ccccc4)c3=O)C2=O)cc1 (centres undefined)	0.3	-0.4	3.1	-1.1	1.4	-5.6	-4.2	1.0	-3.3	0.3
O=C(NNc1ccc([N+](=O)[O-])cc1)C1CC2CCCC(C1)C2=O (centres undefined)	-6.5	0.0	7.1	1.6	0.3	-10.1	-1.8	0.0	-2.9	-4.0
Cc1ccccc1NC(=O)c1ccc2c(c1)OCCO2	-9.4	-0.3	32.6	-0.8	2.4	3.3	-0.3	-5.3	-1.3	2.3
c1ccc(Nc2nc(N3CCOCC3)nc(N3CCOCC3)n2)cc1	6.0	.	-34.9	-2.3	0.3	-1.7	3.1	-5.0	0.0	-1.2
